Compound activity from PubChem BioAssay.
AmpC inh det – inhibitors of E. coli AmpC beta-lactamase with detergent; purified AmpC, nitrocefin hydrolysis with detergent; Potency, µM (highest dose often 28.7 µM), inactives show top-dose activity change, negative = inhibition; 71,000 compounds, 0.09% hits; active means well fitted curve in the direction sought with a large enough effect
Target sequence (P00811 whole entry, looked up): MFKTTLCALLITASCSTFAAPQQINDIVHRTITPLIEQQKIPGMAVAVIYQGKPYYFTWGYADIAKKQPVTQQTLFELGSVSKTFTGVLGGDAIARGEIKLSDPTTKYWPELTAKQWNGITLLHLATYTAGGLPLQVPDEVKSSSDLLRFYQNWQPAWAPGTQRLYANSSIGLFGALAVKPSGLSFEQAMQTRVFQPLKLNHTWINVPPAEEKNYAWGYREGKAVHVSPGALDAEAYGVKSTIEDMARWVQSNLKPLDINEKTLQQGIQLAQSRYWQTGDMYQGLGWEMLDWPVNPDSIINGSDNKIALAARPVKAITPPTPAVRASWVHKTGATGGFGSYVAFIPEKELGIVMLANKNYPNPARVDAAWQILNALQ
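E. coli AmpC (5.3 nM) in 20 mM phosphate pH 7.0 with 0.01% Triton X-100, preincubated 15 min RT with compound; nitrocefin (2 uL of 800 uM stock) hydrolysis followed by 480 nm absorbance every 20 s over 4 min.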
* marks the source's active call; other numbers are inactive results; [ ] = another dose, or the depositor's remark. On the % scale 0 is the no-effect control and ±100 the full control effect; potency means the concentration at half of the fitted maximal effect. Not all compounds are listed; the hit share may differ from the screen's.

compound,AmpC inh det
CCOc1ccc(NCc2nnc(SCC(=O)Nc3cc(C)on3)n2-c2ccccc2OC)cc1,-2%
Cc1ccc(-c2c(C(=O)N3CCOCC3)oc(=O)c3ccccc23)cc1,3%
COCCNS(=O)(=O)c1ccc(SC)cc1,0%
CN(C)c1ncc2nc(-c3cccs3)c(=O)n(CCC#N)c2n1,2%
CCn1c(NCc2cccs2)nc2ccccc21,-2%
C[C@@H]1C[C@@H]2[C@H]3CCC4=CC(=O)C=C[C@]4(C)[C@]3(Cl)[C@@H](O)C[C@@]2(C)[C@@]1(O)C(=O)CO,-2%
O=C1Nc2ccccc2OC1CC(=O)N1CCOCC1 (centres undefined),14%
Cc1ccc2nc(NC(=O)CSc3nc4c(c(=O)n3C)SC(C)C4)sc2c1 (centres undefined),-7%
CCc1ccc(NC(=O)CCNS(=O)(=O)c2cccc3nonc23)cc1,-1%
c1ccc(NC2=Nc3ccccc3CS2)cc1,-2%
CCCCN(CC)C(=O)c1cccc(Cl)c1,-4%
CCOc1ccccc1CNC(=O)C1CCCN(c2nc3ccccc3o2)C1 (centres undefined),-4%

Next part:
compound,AmpC inh det
CCn1c(=O)c(C(=O)NCCNCCO)c(O)c2ccccc21,22%
CC1CCN(CCCn2c(=S)[nH]c3ccccc3c2=O)CC1,7%
CCOC(=O)c1ccc(NC(=O)CN2C(=O)CSC2=O)cc1,6%
COc1ccc(N2CCN(C(=O)COc3ccc4ccccc4c3)CC2)cc1,-5%
O=C(c1cc(C(F)(F)F)cc(C(F)(F)F)c1)N1CCC2(CCN(Cc3nccs3)CC2)CC1,3%
CC(=O)NCCOc1nc(N(C)C)nc(N(C)C)n1,-3%
CSc1nsc(SCC(=O)NC2CCCCC2)n1,-5%
COc1ccccc1CN1CC[C@@]2(CCCN(S(=O)(=O)c3ccccc3)C2)C1,1%
N#Cc1cc(Cl)c(N2CCOCC2)cc1C#N,14%
CCOC(=O)CNC(=O)COc1ccc(Cl)cc1Br,-3%
COC(=O)C1=CN(C2CC2)C=C(C(=O)OC)C1c1ccc(C(=O)OC)cc1,-2%
COc1ccc2c3c([nH]c2c1)[C@H]1C[C@@H]2[C@@H](C[C@@H](O)[C@H](OC)[C@H]2C(=O)O)CN1CC3,-2%[5.75 µM]

(further entries)
compound,AmpC inh det
O=C1CC(SCCO)C(=O)N1c1ccc(Oc2ccccc2)cc1 (centres undefined),-5%
Cc1ccc(S(=O)(=O)N2CN3CCN(C3)C2)cc1,11%
NC(=O)CCCC1=NS(=O)(=O)c2ccccc2N1,0%
COc1ccc(N2CCN(C(CNC(=O)c3ccc4c(c3)OCO4)c3cccnc3)CC2)cc1 (centres undefined),1%
COc1cccc(C2=NOC(C(=O)NC3CCCCC3)C2)c1 (centres undefined),-5%
Cc1ccc(OCCN2C(=O)OC(C)(C)C2(C)O)cc1 (centres undefined),-5%
CCCNC(=O)c1noc2c1CCc1ccccc1-2,14%
Cc1cc(C)n(C(=O)c2ccc(S(=O)(=O)N3CCCC3)cc2)n1,-3%
CCCn1c(SCCc2ccccc2)nc2c1c(=O)[nH]c(=O)n2C,-2%
O=C(CNCCC1=CCCCC1)Nc1ccccc1N1CCCCC1,-6%
CCCOC(=O)CCCCC1SCC(NC(=O)OC)C1NC(=O)OC (centres undefined),-4%
COC(=O)[C@@]1(Cc2ccc(F)cc2)[C@H]2c3cc(C(=O)N(C)C)n(Cc4ccc(S(C)(=O)=O)cc4)c3C[C@H]2CN1C(=O)c1ccccc1,-2%

Reprinted from above, 5 compounds:
compound,AmpC inh det
NC(=O)CCCC1=NS(=O)(=O)c2ccccc2N1,0%
COc1ccc(N2CCN(C(CNC(=O)c3ccc4c(c3)OCO4)c3cccnc3)CC2)cc1 (centres undefined),1%
COc1cccc(C2=NOC(C(=O)NC3CCCCC3)C2)c1 (centres undefined),-5%
Cc1ccc(OCCN2C(=O)OC(C)(C)C2(C)O)cc1 (centres undefined),-5%
CCCNC(=O)c1noc2c1CCc1ccccc1-2,14%

(further entries)
compound,AmpC inh det
Cc1cc(N2C(=O)CC(Cc3ccccc3)C2=O)no1 (centres undefined),0%
Cc1ccc(OCC(O)Cn2c(=N)n(CCN3CCCCC3)c3ccccc32)cc1 (centres undefined),14%
Cc1cccc(CNc2cc(-c3ccccc3Cl)ncn2)c1,10%
O=C(CN1CCN(Cc2ccccc2Cl)C1=O)NC1CCCCCC1,-3%
CC(CN1CCOCC1)OC(=O)c1ccc2c(c1)OCCO2 (centres undefined),-4%
O=C(O)c1ccc(F)c(S(=O)(=O)Nc2ccccc2Cl)c1,-3%
O=C(OCc1nnc(-c2ccccc2)o1)c1cc(=O)c2ccccc2o1,-4%
Cc1csc(C(C#N)C(=O)c2cc3ccccc3o2)n1 (centres undefined),-5%
O=C(NCCCN1CCOCC1)c1ccccc1-c1ccccc1,-5%
COc1ccc(C)cc1S(=O)(=O)Nc1cccnc1,14%
COC(=O)c1ccc(C(=O)OC)c(NS(C)(=O)=O)c1,-2%
O=c1cc(N2CCN(c3ccccc3)CC2)[nH]c(=O)n1C1CCCCC1,-1%

The list goes on.
compound,AmpC inh det
COc1ccc(N(CC(=O)NCc2ccco2)S(=O)(=O)c2ccc(OC)c(OC)c2)cc1,4%
Cc1ccccc1NS(=O)(=O)c1ccc(C2CNC(=O)C2)cc1 (centres undefined),18%
COCCCNC(CC(=O)Nc1ccc(OC)cc1OC)C(=O)O (centres undefined),-4%
Cc1cccc(NC(=O)CN2C(=O)COc3ccc(Cl)cc32)c1C,12%
Cc1cc2c(s1)NC(=O)CN=C2c1cccs1,-2%
O=C(NCCN1CCCC1)c1ccc2c(c1)N(Cc1ccc(F)cc1)C(=O)c1ccccc1S2=O (centres undefined),4%
C=C(C)c1cccc(C(C)(C)NC(=O)N2CCOCC2)c1,-4%
O=C(c1ccc2c(c1)OCCO2)C1CCN(S(=O)(=O)c2ccc(F)cc2)CC1,4%
COc1ccc2nc(NC(=O)C3CCCN(S(=O)(=O)c4cccc5nonc45)C3)sc2c1 (centres undefined),-4%
Cc1ccc(CNC(=O)C2CCCCC2C(=O)O)cc1 (centres undefined),1%
CCc1ccccc1NC(=O)CSc1nnc([C@@H](N)Cc2c[nH]c3ccccc23)o1,0%
O=C(c1ccc(CS(=O)(=O)c2ccc(Br)cc2)o1)N1CCN(C2CCCCC2)CC1,6%

The list goes on, overlapping the part above by 5 compounds.
compound,AmpC inh det
O=C(c1ccc2c(c1)OCCO2)C1CCN(S(=O)(=O)c2ccc(F)cc2)CC1,4%
COc1ccc2nc(NC(=O)C3CCCN(S(=O)(=O)c4cccc5nonc45)C3)sc2c1 (centres undefined),-4%
Cc1ccc(CNC(=O)C2CCCCC2C(=O)O)cc1 (centres undefined),1%
CCc1ccccc1NC(=O)CSc1nnc([C@@H](N)Cc2c[nH]c3ccccc23)o1,0%
O=C(c1ccc(CS(=O)(=O)c2ccc(Br)cc2)o1)N1CCN(C2CCCCC2)CC1,6%
O=C(O)c1cc(-c2ccccc2Cl)n[nH]1,-4%
COc1ccc(-c2nnc3sc(-c4ccc(Br)o4)nn23)cc1OC,-1%
O=C(c1cccc(F)c1)N1CCC2(CCCN(C(c3ccccc3)c3ccccc3)C2)CC1,-6%
COC(=O)COc1cc(C)cc2oc(=O)c3c(c12)CCCC3,-2%
COCCCN1C(=O)C(=O)/C(=C(/O)c2ccc(OC)cc2)C1c1cccc(OC)c1 (centres undefined),0%
Clc1ccccc1OCCn1ccnc1,15%
O=C(c1cccc(F)c1)N1CCC2(CCCN(c3ncccn3)C2)CC1,0%
Cc1cc(C)c(C#N)c(SCC(=O)N2CCCCC2)n1,-2%
Nc1c(C(=O)c2ccc(Br)s2)oc2ccccc12,10%
COc1ccc(CNc2ncncc2-c2ccccc2CN(C)C)c(OC)c1,8%
Cc1nc2scc(-c3ccco3)c2c(=O)n1/N=C/N(C)C,15%
Cn1c(SCC(=O)Nc2ccccc2)nc(O)cc1=O,-4%

Continued.
compound,AmpC inh det
CCn1c(COc2cccc(C)c2)nnc1SCC(=O)CC(=O)Nc1ccccc1OC,13%
COc1cccc(C(C(=O)NC(C)(C)C)N(C(=O)CCC(=O)Nc2cc(C)on2)C2CC2)c1OC (centres undefined),1%
NC(N)=NC(N)=NCCc1ccccc1,10%
Cc1cccn2c(=O)c3cc(C(=O)N4c5ccccc5CC4C)n(C)c3nc12 (centres undefined),-4%
O=S1(=O)N=C(Nc2ccc(S(=O)(=O)N3CCCCC3)cc2)c2ccccc21,-5%
CCN1CCN(C(=O)c2sc3nc(C)nc(N4CCC(C)CC4)c3c2C)CC1,-7%
Cc1noc(/C=C/c2ccco2)c1S(=O)(=O)N1CCC(C(=O)N2c3ccccc3CC2C)CC1 (centres undefined),-1%
CCc1ccc2oc(-c3cc(N=Cc4cccc(OC)c4O)ccc3O)nc2c1,3%
N#Cc1c(-c2ccco2)nc(NCC2CCCO2)[nH]c1=O (centres undefined),14%
O=C(Nc1cc(C(F)(F)F)ccc1N1CCOCC1)c1ccc(Br)o1,-6%
O=C(O)CCc1ccc(-c2ccccc2)n1CC(=O)O,-3%
CCCCNc1cc(C)oc(=O)c1C(C)=O,-1%

(more compounds)
compound,AmpC inh det
Cc1ccc(S(=O)(=O)N(C)CC(=O)Nc2cccc(C)n2)cc1,-6%
O=C(Nc1c(C(=O)Nc2ccccc2)cnn1-c1ccccc1)c1ccco1,4%
Nc1ccccc1O,9%
c1ccc(C2CC3CC(c4ccco4)N2O3)cc1 (centres undefined),-1%
Cc1c(NS(=O)(=O)c2ccc3c(c2)CCN3C(=O)C2CC2)c(=O)n(-c2ccccc2)n1C,-3%
O=S(=O)(NCCOCC(F)(F)C(F)F)c1ccc2oc3ccccc3c2c1,-1%
Cn1c(CN2CCCC2)nc2cc(NC(=O)c3ccco3)ccc21,-1%
CCc1c(C(=O)Nc2ccc(S(=O)(=O)N3CCOCC3)cc2)csc1C,-5%
CCc1nc2ccccc2c(NC(=O)CN2CCC(C)CC2)c1C,3%
O=C1NC(Cc2c[nH]c3ccccc23)C(=O)N1CCOc1ccccc1 (centres undefined),-3%
Cc1cc(C)c2c(CC(=O)Nc3nccs3)coc2c1,-2%
Nc1cc(N)nc(SCCOc2ccccc2F)n1,1%

Continuation:
compound,AmpC inh det
CCSC1=N/C(=C\c2ccc(C(=O)O)cc2)C(=O)S1,-3%
OC(CN1C2=NCCN2c2ccccc21)c1ccc2c(c1)OCO2 (centres undefined),-2%
CN(C)c1ccc(C(=S)N2CCOCC2)cc1,7%
COc1ccc(-n2c(Cc3cccn3C)nnc2SCC(=O)Nc2cccc(F)c2)cc1,8%
N#Cc1cccc(NC(=O)NCCc2c[nH]c3ccccc23)c1,13%
Brc1ccc(-c2noc(COc3ccc4c(c3)CCC4)n2)o1,9%
CCC(C)(C)NC(=O)C(c1ccco1)N(C(=O)c1csnn1)c1cccc(F)c1 (centres undefined),3%
N#Cc1nc(-c2ccc(OCc3ccccc3)cc2)oc1NCCCN1CCOCC1,-2%
CCOc1cc(-c2noc(CCC(=O)N3CCOCC3)n2)ccc1OC,-4%
CC(C)c1nc(SCC(=O)Nc2ccc3c(c2)OCCO3)c2c(=O)n(C)c(=O)n(C)c2n1,14%
CCOC(=O)N1CCN(C(=O)c2cnsn2)CC1,-1%
COc1ccccc1-c1nccc(NCc2cccs2)n1,0%

Going on with the list.
compound,AmpC inh det
COc1ccc(Cl)cc1C(=O)NCCc1ccc(S(=O)(=O)NC(=O)NC2CCCCC2)cc1,1%
Cc1ccc(S(=O)(=O)N2CCCC2C(=O)n2nc(C)cc2C)cc1 (centres undefined),0%
NC(N)=NC[C@@H]1COC2(CCCCC2)O1,0%[12.8 µM]
c1ccc(Nc2ncnc3ccc(-c4ccoc4)cc23)cc1,6%
C[C@@H](C(=O)NCc1ccccn1)[C@H]1C[C@]1(C)[C@H](NC(=O)OCc1ccccc1)c1ccccc1,-2%
CCOC(=O)c1oc2cccc(O)c2c1CN1CCOCC1,17%
Cn1c(=O)n(C/C=C/c2ccccc2)c(=O)c2c1nc1n2CCCN1c1ccc(F)cc1,-3%
Cc1nnc(NC2(C(F)(F)F)C(=O)Nc3c2c(=O)n(C)c(=O)n3C)s1 (centres undefined),-13%
CN(C)CCN(C)Cc1ccc2c(c1)Cc1ccccc1-2,-2%
CN1CCN(c2ncc3nc(-c4ccccc4)c(=O)n(-c4ccccc4)c3n2)CC1,0%
CCc1c2c(nc3cccc(SC)c13)COC2,0%
O=C(Nc1ccc2c(c1)OCO2)C1CCCN(c2nc3ccccc3s2)C1 (centres undefined),-2%

Next section
compound,AmpC inh det
O=C(CCN1C(=O)COc2ccccc21)NCc1ccco1,-3%
Cc1cc(C)n2nc(SCn3nnc4ccccc4c3=O)nc2n1,0%
COc1cccc(-c2nnc(SCC(=O)OC(C)C)n2N)c1,-3%
CCC(c1nnnn1CCOC)N1CCN(Cc2ccccc2)CC1 (centres undefined),9%
Cc1ccccc1CS(=O)(=O)Cc1ccc(C(=O)N2CCC3(CC2)OCCO3)o1,10%
Cc1ccc(S(=O)(=O)N2CCCN(S(=O)(=O)c3ccc(C(F)(F)F)cc3)CC2)cc1,-2%
O=C(c1cccc(Cl)c1)N1CCN(Cc2ccccc2F)CC1,-3%
C=C(C)c1ccccc1,6%
CCc1ccc2[nH]c(=O)c(CN(CCCN3CCOCC3)C(=O)Nc3ccccc3)cc2c1,-2%
CCc1nnc(NC(=O)CSc2nc3ccccc3s2)s1,-7%
